APOBEC3A inh = APOBEC3A ssDNA deaminase inhibitors, primary screen, selectivity assay for APOBEC3G inhibitor project, biochemical, FAM/TAMRA oligo cleavage fluorescence; 330,000 compounds, 0.41% hits; inhibition, % at 20 µM; AID 493011, 2011; recombinant A3A, FAM/TAMRA ssDNA deamination fluorescence;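 active = at least 40% inhibition at 20 µM here, with at most 30% in a related deaminase screen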;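 also: plate controls were A3A with DMSO for no effect and wells lacking A3A enzyme for full effect; some results filed as inactive read as strong as hits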
Target sequence (P31941 whole entry, looked up): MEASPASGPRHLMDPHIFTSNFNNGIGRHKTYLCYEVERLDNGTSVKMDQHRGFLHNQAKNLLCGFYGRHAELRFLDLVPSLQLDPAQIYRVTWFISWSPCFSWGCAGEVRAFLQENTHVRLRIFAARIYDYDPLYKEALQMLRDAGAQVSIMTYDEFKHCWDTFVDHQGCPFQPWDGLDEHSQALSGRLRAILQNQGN
hIAP act = human IAP activators, primary screen, biochemical, luminescence, uHTS. Intestinal-type alkaline phosphatase (Homo sapiens), P09923. purified human IAP, CDP-Star luminescence, 30 min; active compounds read high; 1 = vehicle-only enzyme, 0 = enzyme-free background. activation factor at 10 µM. 330,000 compounds, 0.16% hits. AID 2524, 2010;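 active = activation factor of the enzyme at least 2-fold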; also: the source names both 10 and 20 µM as test concentration; values of inactives mirror those of a sister screen read the other way
mIAP activ = activators of mouse IAP, primary screen, biochemical, luminescence, uHTS. intestinal alkaline phosphatase [Mus musculus]. muIAP, CDP-Star luminescence, 30 min; active compounds read high; 1 = vehicle-only enzyme signal, 0 = enzyme-free wells. activation factor at 10 µM. 330,000 compounds, 0.24% hits. AID 2805, 2010;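 active = activation factor of at least 2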; also: the source names both 10 and 20 µM as test concentration; values of inactives mirror those of a sister screen read the other way
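also added = chemiluminescent substrate CDP-Star | test system = mouse IAP enzyme | signal = chemiluminescence readout | compound = DMSO-dissolved test compounds | incubation = 30 min at room temperature | benchmarks = DMSO wells, no-enzyme wells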
HKDC1 inhibitor = HKDC1 hexokinase inhibitors, primary screen, biochemical, fluorescence, uHTS. inhibition, % at 20 µM. AID 493160, 2011. recombinant HKDC1, G6PDH/diaphorase resazurin coupled fluorescence. Q2TB90. 340,000 compounds, 0.16% hits;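 active = inhibition above about 35% when tested at 20 µM, limit read from the data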;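 also: plate controls were DMSO wells with enzyme for no effect and DMSO wells lacking enzyme for full effect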
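Test system: Recombinant HKDC1 (HK5) hexokinase enzyme, produced in-house | Input: HKDC1 at 5 µg/mL | Buffer or medium: Tris pH 8.0 buffer with MgCl2, Tween-20, BSA, BME | Schedule: 90 min reaction incubation at room temperature, dark | Technique: Resazurin-to-resorufin fluorescence via G6PDH and diaphorase coupling, 525/613 nm | Controls: DMSO wells with and without enzyme mix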
PfG6PD inh = PfG6PD enzyme inhibitors, primary screen, biochemical, fluorescence intensity, uHTS; glucose-6-phosphate dehydrogenase-6-phosphogluconolactonase (Plasmodium falciparum 3D7); PfGluPho enzyme, NADPH resazurin-diaphorase fluorescence; inhibition, % at 20 µM; 350,000 compounds, 0.78% hits; AID 504690, 2011;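 active = inhibition reaching at least a set limit at 20 µM in the primary screen, cut at about 59% in these data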;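 also: 0% = DMSO wells with substrate and 100% = DMSO wells lacking glucose-6-phosphate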
mIAP inh = inhibitors of mouse IAP, primary screen, biochemical, luminescence, uHTS; inhibition, % at 10 µM; purified mouse IAP, CDP-Star luminescence, 30 min; 330,000 compounds, 0.2% hits; AID 2806, 2010; intestinal alkaline phosphatase [Mus musculus];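 active = inhibition of at least 40% at 10 µM in the primary screen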;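 also: plate controls were DMSO with enzyme for no effect and no enzyme wells for full effect; values of inactives mirror those of a sister screen read the other way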
hIAP block = human IAP inhibitors, primary screen, biochemical, luminescence, uHTS; Intestinal-type alkaline phosphatase (Homo sapiens), P09923; purified IAP, CDP-Star luminescence, 30 min; inhibition, % at 10 µM; 330,000 compounds, 0.12% hits;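 active = inhibition reaching a set limit with compound at 10 µM in the primary screen, cut at about 35% in these data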;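 also: plate controls were DMSO wells with enzyme for no effect and no-enzyme buffer wells for full effect; values of inactives mirror those of a sister screen read the other way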
ATG4B inh = ATG4B protease inhibitors, primary screen, biochemical, fluorescence, uHTS; Cysteine protease ATG4B (Homo sapiens), Q9Y4P1; ATG4B cleavage of LC3-PLA2, NBD-HPC fluorescence, 1 h; inhibition, % at 8.33 µM; 340,000 compounds, 0.51% hits; in the data active = inhibition above about 40%
Target sequence (Q9Y4P1 whole entry, looked up): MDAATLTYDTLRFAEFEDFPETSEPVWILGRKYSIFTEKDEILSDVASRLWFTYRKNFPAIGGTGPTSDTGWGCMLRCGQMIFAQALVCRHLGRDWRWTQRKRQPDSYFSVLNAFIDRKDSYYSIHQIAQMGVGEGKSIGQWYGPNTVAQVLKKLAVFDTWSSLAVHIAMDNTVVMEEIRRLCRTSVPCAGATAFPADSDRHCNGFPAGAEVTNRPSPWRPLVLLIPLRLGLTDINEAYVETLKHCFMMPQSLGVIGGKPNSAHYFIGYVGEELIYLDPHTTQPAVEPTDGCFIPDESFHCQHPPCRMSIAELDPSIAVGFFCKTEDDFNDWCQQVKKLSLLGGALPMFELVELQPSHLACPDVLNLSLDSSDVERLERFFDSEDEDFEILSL
An asterisk follows results filed as active.

Second line of a record – APOBEC3A inh, hIAP act, mIAP activ, HKDC1 inhibitor, PfG6PD inh, mIAP inh, hIAP block, ATG4B inh
1: C#CCn1c(=NC(=O)c2ccc(S(=O)(=O)N3CCc4ccccc4C3)cc2)sc2cc(S(N)(=O)=O)ccc21
 : -5, 0.85, 0.84, -16, 11, 16, 15, 22
2: CCOC(=O)C1CN(S(=O)(=O)c2ccc(C)cc2)C1
 : -1, 0.93, 1.1, -5, -8, -5, 7, -2
3: CC1C(=O)N2CCCc3cc(NS(=O)(=O)c4ccc(F)cc4)cc1c32 (configuration not stated)
 : 1, 1.3, 1.1, -2, 21, -9, -28, 0
4: [O-]/C(=C(\C(=S)Nc1cccc2ccccc12)[n+]1ccccc1)c1ccc(Cl)s1
 : 3, 0.96, 0.77, 7, 31, 23, 4, -6
5: COc1ccc(Br)cc1CN1CCCCCC1
 : -6, 1, 0.98, -5, 1, 2, -1, 8
6: COc1ccc(CN2CSC(=S)N(Cc3ccccc3)C2)cc1
 : -3, 1, 0.96, 1, -10, 4, 0, -1
7: COc1cccc(C2C(C(=O)OCc3ccccc3)=C(C)Nc3ncnn32)c1OC (configuration not stated)
 : -2, 0.92, 0.95, 0, 18, 5, 8, 0
8: O=C(CSc1cccc[n+]1[O-])Nc1cc(S(=O)(=O)N2CCOCC2)ccc1N1CCOCC1
 : 0, 1.1, 1.1, -10, 11, -13, -9, -2
9: O=C(NCc1ccccc1)C1CC(=O)N(C2CCCCC2)C1 (configuration not stated)
 : 1, 0.98, 0.94, -4, -6, 6, 2, -3
10: Cc1ccccc1CNC(=O)CN1C(=O)c2ccccc2S1(=O)=O
 : -2, 1, 0.91, -5, 1, 10, -2, 9
11: CN(C)C(CNc1ccc(S(C)(=O)=O)cc1[N+](=O)[O-])Cc1ccccc1 (configuration not stated)
 : 2, 0.97, 0.94, -3, -15, 6, 3, -4
12: CCOC(=O)N1CCc2c(sc3nc4n(c(=O)c23)N=C(C)CS4)C1
 : 0, 0.97, 1.1, 1, 4, -11, 3, 9
13: CCOc1cc(NC(=O)CC(C)C)c(OCC)cc1NC(=O)CCn1nnc2ccccc21
 : 2, 0.94, 0.95, -9, -10, 5, 6, -10
14: Cc1cccc(NS(=O)(=O)c2ccc3c(c2)NC(=O)CO3)c1C
 : -4, 0.92, 1.1, 2, 16, -6, 8, 0
15: CC1=C(C(=O)Nc2cccnc2)C(c2ccccn2)n2nnnc2N1 (configuration not stated)
 : -4, 0.97, 1, 2, 4, -5, 3, -6
16: O=C(Nc1cccc(Cl)c1)Nc1ccc2c(c1)C(=O)OC2
 : -4, 0.95, 1.2, -6, 8, -20, 5, 2
17: CC(=O)NCCc1nc2cc(NC(=O)c3ccc(Cl)cc3)ccc2n1C
 : 0, 1, 1, -1, -9, -3, -4, 5
18: COCCCNC(=S)N1CCN(S(C)(=O)=O)CC1
 : -2, 0.93, 1, 0, -10, -1, 7, 4
19: CS(=O)(=O)N(CC(=O)NCCC1=CCCCC1)c1ccc2c(c1)OCO2
 : -4, 1.1, 1, -7, -1, -3, -14, 2
20: CC(=O)c1cccc(NC(=S)N2CCCC2)c1
 : 0, 1, 1, -5, -7, -3, -4, -3

Screen by screen, as entered above.
hIAP block for entries 9–12 → 2, -2, 3, 3
mIAP activ for entries 9–12 → 0.94, 0.91, 0.94, 1.1

Next section:
Second line of a record – APOBEC3A inh, hIAP act, mIAP activ, HKDC1 inhibitor, PfG6PD inh, mIAP inh, hIAP block, ATG4B inh
21: COc1ccc2c(c1)c(CC(=O)Nc1cc(C)ccc1C)c(C)n2C(=O)c1ccc(Cl)cc1
 : 4, 0.98, 0.95, -10, 6, 5, 2, -9
22: CSc1ccccc1OCc1cc(C(=O)N2CCN(c3ccccc3)CC2C)no1 (configuration not stated)
 : -1, 0.98, 0.95, -2, 15, 5, 2, 3
23: COc1cccc(C(O)Cc2nc3ccccc3n2C)c1OC (configuration not stated)
 : 5, 1, 1.2, -11, -5, -20, -3, -11
24: COc1ccc(C(=O)n2nc(-c3ccco3)nc2SC)cc1OC
 : 2, 0.95, 0.68, 3, 27, 32, 5, 1
25: COc1ccc(NS(=O)(=O)c2cc(NC(=O)C3CC3)ccc2N2CCOCC2)cc1
 : -1, 1, 1, 0, 15, -1, -2, -4
26: Cc1ccc(S(=O)(=O)N2CCC(=O)N(C(COCc3ccc(Cl)c(Cl)c3)Cc3ccccc3)CC2)cc1 (configuration not stated)
 : 0, 1, 1.1, -1, 11, -8, -4, 3
27: CCOc1ccc(S(=O)(=O)N/N=C(\C)Cc2ccc(OC)cc2)cc1
 : 4, 1.1, 0.98, -1, -12, 2, -8, -5
28: O=S(=O)(NCCc1nnc2ccc(SCc3cccnc3)nn12)c1ccccc1
 : 0, 0.95, 1.1, 4, -26, -10, 4, -4
29: COc1ccc(-c2cc(C(F)(F)F)nc(SCCC(=O)N3CCOCC3)n2)cc1
 : -1, 0.97, 0.95, 3, -11, 5, 3, -6
30: COCCN(C(=O)c1snc(C(N)=O)c1N)C(C(=O)NC1CCCCC1)c1cc(OC)c(OC)c(OC)c1 (configuration not stated)
 : -4, 0.84, 0.98, -4, -6, 2, 16, -6
31: CCc1cccc2c1NC1(CCCC1)CC2C (configuration not stated)
 : -3, 1, 1, -5, 12, 0, -3, 29
32: CCn1c(/C=C2\C(=O)Nc3ccccc32)nc2ccccc2c1=O
 : -2, 0.82, 0.91, 0, -14, 9, 18, -5
33: COc1ccc2cc(CCNC(=O)c3c(-c4ccccc4Cl)noc3C)c(=O)[nH]c2c1
 : 0, 1.1, 1, -2, -14, -5, -14, -5
34: O=C(NCC1CCCO1)c1cc(NS(=O)(=O)c2cccs2)cc(NS(=O)(=O)c2cccs2)c1 (configuration not stated)
 : -5, 1.1, 1.1, -1, -2, -6, -9, -8
35: CCN(CC)S(=O)(=O)c1ccc(N/N=C(\C)c2ccncc2)nc1
 : -4, 0.89, 0.97, -5, 5, 3, 11, -3
36: Cc1cccc(NC(=O)CSc2nc3ccccc3nc2N2CC(C)OC(C)C2)c1 (configuration not stated)
 : 3, 1.1, 0.91, 1, 26, 9, -10, -16
37: O=C(CCCOc1ccccc1)N1CCCc2ccccc21
 : -4, 1.3, 1.1, 0, -6, -6, -34, 4
38: Cc1cc(C)c(C(=O)Nc2cccc(F)c2)c(Cl)n1
 : 3, 0.95, 0.95, -14, 4, 5, 5, 2
39: CCOC(=O)C[N+](C)(C)CCOC1CC2CCC1(C)C2(C)C (configuration not stated)
 : 2, 1, 0.95, -10, -4, 5, -4, -7
40: O=C(CN1C(=O)CNC1=O)Nc1cccc(C(F)(F)F)c1
 : 5, 0.78, 1, -9, -8, -5, 22, 16
41: O=c1nccc(Nc2ccccc2)[nH]1
 : 0, 1, 1, -4, -2, -4, -3, 2
42: COc1ccc(NC(=O)Cn2c(NCC(C)O)nc3ccccc32)cc1Cl (configuration not stated)
 : 9, 1, 1.1, -12, 5, -14, -2, -5
43: C[C@H](NC(=O)c1nc[nH]c1C(=O)NCc1ccccc1)C(=O)OCc1ccccc1
 : -4, 1.2, 0.89, 3, 10, 11, -17, 2
44: O=C(c1cc(C2CC2)on1)N1CCCC(N2CCN(c3ccc(F)cc3)CC2)C1 (configuration not stated)
 : -5, 1, 0.97, -2, -3, 3, -2, 2
45: Cc1cc(C)n(-c2nnc(NC(C)(C)C)nn2)n1
 : -1, 0.81, 0.88, -6, -5, 12, 20, -9
46: CCc1ccc2c(CN3CCOCC3)cc(=O)oc2c1
 : -3, 0.98, 1.1, 0, -14, -6, 2, -3
47: O=C(c1ccco1)N1CCN(Cc2nc3ccccc3c(=O)n2-c2ccc(F)cc2)CC1
 : 3, 0.78, 0.93, -8, 13, 7, 22, 5
48: CCC(=O)Nc1cccc(-c2nc3ccccc3c(=O)o2)c1
 : 8, 1.1, 1, 4, 1, 0, -10, 4
49: O=C(COC(=O)Cc1ccc(Cl)cc1)Nc1c(F)cccc1F
 : 1, 0.91, 1.1, 14, 4, -9, 9, -8
50: Cc1ccc(C(=O)NCC(=O)OCC(=O)c2cc(C)n(Cc3ccco3)c2C)cc1
 : 5, 0.89, 1.1, -2, -19, -7, 11, 0
51: Cc1ccc(S(=O)(=O)N2CCN(CC(=O)N3CCCC3)CC2)c(C)c1
 : 0, 1, 1, 0, -2, -5, 0, 2
52: CC(=O)N/C(=C\c1ccc(F)cc1)C(=O)NC(Cc1c[nH]c2ccccc12)C(=O)O (configuration not stated)
 : 4, 1.2, 1, 11, -3, -4, -19, -3
53: CC(C)Oc1cccc(C2NC(=O)c3ccccc3O2)c1 (configuration not stated)
 : -7, 1.2, 0.93, 4, -10, 7, -16, 12
54: COCCNC(=S)N(CCO)Cc1cc2cc3c(cc2[nH]c1=O)OCCO3
 : -2, 0.98, 1, 1, -1, -4, 2, 1
55: COc1ccc(-n2nc(C)c3onc(C)c3c2=O)cc1
 : -2, 0.95, 1, -4, -7, 0, 5, -8
56: COc1ccccc1/C=C/C(=O)NNC(=O)c1cc(C)oc1C
 : 2, 1.4, 0.95, -2, -20, 4, -45, 9
57: O=C(COC(=O)c1cccnc1Cl)c1ccc(F)cc1
 : -3, 0.87, 1.1, -6, 1, -11, 13, 2
58: CC(C)c1ccccc1NC(=S)NC(=O)C1CCCCC1
 : -2, 1, 0.99, 4, 13, 1, -2, -1
59: CC(Cl)c1cc(-c2ncc(C(F)(F)F)cc2Cl)no1 (configuration not stated)
 : -4, 0.96, 0.84, 0, -12, 16, 4, -6

Gathered by group, the compounds so far with a thiophene ring, fused or not
Second line of a record – APOBEC3A inh, hIAP act, mIAP activ, HKDC1 inhibitor, PfG6PD inh, mIAP inh, hIAP block, ATG4B inh
4: [O-]/C(=C(\C(=S)Nc1cccc2ccccc12)[n+]1ccccc1)c1ccc(Cl)s1
 : 3, 0.96, 0.77, 7, 31, 23, 4, -6
12: CCOC(=O)N1CCc2c(sc3nc4n(c(=O)c23)N=C(C)CS4)C1
 : 0, 0.97, 1.1, 1, 4, -11, 3, 9
34: O=C(NCC1CCCO1)c1cc(NS(=O)(=O)c2cccs2)cc(NS(=O)(=O)c2cccs2)c1 (configuration not stated)
 : -5, 1.1, 1.1, -1, -2, -6, -9, -8

Source: PubChem
